HT1080 cytotoxicity: HT1080 cell viability loss – fluorescence readout (AID 620); one-dose cytotoxicity, % at 10 µM; EC50 in µM for titrated hits; HT1080 viability, fluorescence; higher % means a stronger effect; 87,000 tested, 0.42% active; in the data active = cytotoxicity above about 50%;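 note: cells exposed to compound overnight then 4 h with Alamar Blue; 0% = vehicle DMSO and 100% = killing control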
Starred values were filed as active, the others as inactive. Only part of the results is shown (hit frequency here may not be typical).

SMILES	HT1080 cytotoxicity
CCN(C(=O)COC(=O)c1cc2ccccc2cc1O)C1CCS(=O)(=O)C1 (stereo unspecified)	-3.7%
O=C(Cn1c(NCCO)nc2ccccc21)NCCc1ccc(F)cc1	3.7%
CCOc1ccc(NC(=O)Nc2cc(C)ccc2F)cc1	31.5%
CC(c1ccco1)N(C(=O)C12CC3CC(CC(C)(C3)C1)C2)c1ccccn1 (stereo unspecified)	10.8%
CCC(=O)Nc1ccc(S(=O)(=O)NCc2ccco2)cc1	-0.7%
CS(=O)(=O)N1CCC(C(=O)NCCc2ccccc2)CC1	-5.8%
C=CCSc1ncccc1C(=O)NCc1ccc(C)cc1	1.5%
CCC1=C2CC[C@H]3C(=O)N(CC(=O)OC)C(=O)[C@H]3[C@H]2[C@@]2(Cc3ccccc3)C(=NCCOC)OC(=O)N2C1=O	-14.8%
O=[N+]([O-])c1ccc([C@H](O)[C@H](CO)N=Cc2ccccc2O)cc1	7.7%
CCN(C(=O)Cc1ccc(Br)cc1)C1CCCCC1	-31.6%
CCCCOc1ccc(N2C(=O)CC(NCCc3ccc(S(N)(=O)=O)cc3)C2=O)cc1 (stereo unspecified)	-10.0%
CCOC(=O)CN(c1cccc(C(C)=O)c1)S(C)(=O)=O	0.6%
CC(C)CC(=O)Nc1ccccc1Oc1ccccc1	-9.3%
O=C(Nc1cccc(O)c1)N1CCOCC1	6.5%
CCOc1ccc(/C(O)=C2\C(=O)C(=O)N(CCOCCO)C2c2ccccc2OC)cc1 (stereo unspecified)	-15.7%
COc1cc(Cl)c(S(=O)(=O)NCc2ccccn2)cc1Cl	29.8%
COC(=O)C1=C(C)N(CCCC(=O)O)C(=O)NC1c1cccs1 (stereo unspecified)	-23.7%
O=C1CC(C(=O)Nc2ccc(C(=O)O)cc2)C(c2ccccc2)O1 (stereo unspecified)	20.5%
CCCCN(C(=O)Nc1ccc(OCC)cc1)C1CCN(C(C)=O)CC1	0.3%
Cc1ccc(S(=O)(=O)/C(C#N)=C/c2c(N3CC(C)OC(C)C3)nc3ccccn3c2=O)cc1 (stereo unspecified)	1.2%
CC1CC(=O)C2=C(C1)Nc1ccccc1N=C2 (stereo unspecified)	-14.0%
Cc1ccc(CN2CCN(CC(=O)NCCCN3CCN(c4ccc(F)cc4)CC3)C2=O)cc1	-0.3%
CCN(C(=O)c1cc2cc(OC)ccc2oc1=O)c1cccc(C)c1	9.9%
CN1C(=O)CC(N2CCN(c3ccccc3)CC2)C1=O (stereo unspecified)	3.2%
CC(C)CN1C(=S)SC(C)(C)C1n1oc(=O)n(-c2ccc(Cl)cc2)c1=O (stereo unspecified)	-4.8%

4 entries from above, with each value named.
CCOc1ccc(NC(=O)Nc2cc(C)ccc2F)cc1
  HT1080 cytotoxicity = 31.5%
CC(c1ccco1)N(C(=O)C12CC3CC(CC(C)(C3)C1)C2)c1ccccn1 (stereo unspecified)
  HT1080 cytotoxicity = 10.8%
CCC(=O)Nc1ccc(S(=O)(=O)NCc2ccco2)cc1
  HT1080 cytotoxicity = -0.7%
CS(=O)(=O)N1CCC(C(=O)NCCc2ccccc2)CC1
  HT1080 cytotoxicity = -5.8%

More results.
SMILES	HT1080 cytotoxicity
CCC1Oc2ccc(C)cc2N(CC(=O)N(Cc2ccc(C)o2)C2CCCC2)C1=O (stereo unspecified)	3.5%
COc1ccc(CN(Cc2ccc(OC)cc2)S(=O)(=O)c2ccc(-n3cnnn3)c(C)c2)cc1	0.7%
Clc1cc2nc3ccccn3c2cc1Cl	-12.7%
COCC(C)n1c(C)cc(C(=O)COC(=O)c2n[nH]c3ccccc23)c1C (stereo unspecified)	1.1%
COc1cccc(CNC(=O)C2(C)Oc3ccccc3NC2=O)c1 (stereo unspecified)	9.6%
O=C1COc2ccccc2CN1	-1.4%
COc1ccc(N2C(=O)CC2(/C=C/c2ccccc2OC)C(=O)NC2CCCC2)cc1 (stereo unspecified)	-4.6%
O=C(O)c1cccnc1NC1CCCC1	6.3%
O=C(CCc1ccccc1)NC(NC(=S)Nc1cccc(Cl)c1)C(Cl)(Cl)Cl (stereo unspecified)	2.0%
O=C(NC1CCCCC1)C(c1ccc(O)cc1)N(CC1CCCO1)C(=O)C1COc2ccccc2O1 (stereo unspecified)	-1.3%
CCN(CC)S(=O)(=O)c1ccc2oc(C(=O)NCc3ccc(C)cc3)c(C)c2c1	8.9%
CC(C)C(NC(=O)c1ccc(C(C)(C)C)cc1)C(=O)NC1=NCCS1 (stereo unspecified)	6.7%
COCCN(C(=O)Cn1nnc2ccccc21)C(C(=O)NC1CCCC1)c1ccc(OC)cc1OC (stereo unspecified)	-1.7%
COc1cc(OC)cc(-n2nc(C(=O)N3CC(C)CC(C)C3)c3ccccc3c2=O)c1 (stereo unspecified)	-6.3%
O=C(Nc1ccc(N2CCOCC2)c(Cl)c1)c1cc(F)c(F)cc1Cl	9.0%
CCOC(=O)NCc1ccc(S(=O)(=O)Nc2c(C)cccc2C)cc1	-9.7%
CCn1c(CNc2ccc(F)cc2)nnc1SCC(=O)Nc1ccccc1OC	-3.1%
Oc1ccc(C2N=C(c3ccccc3)NC(c3ccccc3)=N2)cc1	-3.8%
CCC(=O)NCc1cc(-c2nn(C)c(=O)c3ccccc23)ccc1C	-7.3%
CCCOc1ccc(C2NC(=O)NC(c3ccccc3)=C2C(C)=O)cc1OCC (stereo unspecified)	8.1%
Cc1nn(-c2ncc(C(F)(F)F)cc2Cl)c(=O)n1-c1cccc(Cl)c1	9.5%
CCC(C)n1c(S(=O)(=O)O)nc2ccccc21 (stereo unspecified)	-16.3%
CCCc1nnc(SCC(=O)N2C(C)CCCC2C)n1CCCOC (stereo unspecified)	-2.5%
O=C(N/N=C/C=C/c1ccccc1)c1cnccn1	-3.2%
CCn1c(NCc2ccc3c(c2)OCO3)nc2ccccc21	2.0%

Rewritten in CSV form: entries from further up.
molecule,HT1080 cytotoxicity
O=C(O)c1cccnc1NC1CCCC1,6.3%
O=C(CCc1ccccc1)NC(NC(=S)Nc1cccc(Cl)c1)C(Cl)(Cl)Cl (stereo unspecified),2.0%
O=C(NC1CCCCC1)C(c1ccc(O)cc1)N(CC1CCCO1)C(=O)C1COc2ccccc2O1 (stereo unspecified),-1.3%
CCN(CC)S(=O)(=O)c1ccc2oc(C(=O)NCc3ccc(C)cc3)c(C)c2c1,8.9%
CC(C)C(NC(=O)c1ccc(C(C)(C)C)cc1)C(=O)NC1=NCCS1 (stereo unspecified),6.7%

The results go on.
SMILES	HT1080 cytotoxicity
COCCn1c(C(=O)N2CCCC2)cc2c1C[C@H]1CN(C(=O)c3ccccc3)[C@@](Cc3ccccc3)(C(=O)OC)[C@@H]21	-8.7%
Cc1ccc(NC(=O)C2CCN(S(C)(=O)=O)CC2)cc1	-3.3%
COC(=O)c1ccc(C(NC(=O)OCc2ccccc2)/C(F)=C/[C@@H](C)C(=O)NCc2cccnc2)cc1 (stereo partly specified)	-18.6%
O=C1CC(Nc2ccc3ccccc3c2)C(=O)N1Cc1ccccc1 (stereo unspecified)	-4.8%
OCCCN=c1cc(-c2ccccc2)oc2ccc(Cl)cc12	2.9%
COc1ccc(S(=O)(=O)NCCc2ccccc2)cc1	20.1%
Cn1c(SCc2cc(=O)[nH]c3ccccc23)nnc1-c1ccco1	-5.6%
CCOC(=O)c1cnc2cc(C)nn2c1-c1ccccc1	-23.4%
CC1CCCC(C)N1S(=O)(=O)c1ccc(S(=O)(=O)NCc2ccccc2)cc1 (stereo unspecified)	-22.0%
COCCCNc1ncnc2ccc(C)cc12	7.6%
COn1c(SCc2ccc(Cl)cc2)nc2ccccc2c1=O	-8.6%
COCCn1c(N)c(C#N)c2nc3ccccc3nc21	-2.0%
COc1ccc(-c2noc(CCC(=O)NC3CCN(Cc4ccccc4)CC3)n2)cc1	-11.4%
CCOc1ccccc1NC(=O)c1ccc(NC(=O)c2ccco2)cc1	4.2%
CCOC(=O)CN(Cc1ccc(OC)c(OC)c1)S(=O)(=O)c1ccc(OC)cc1	-0.8%
CN(C)c1ccc(CNc2ncc(Br)cc2Br)cc1	-6.8%
COCCn1c(=O)c2cc3c(=O)n(CCOC)c(=O)c3cc2c1=O	20.6%
CC1CCCC2(C1)NC(=S)c1c(sc3c1CCCC3)N2 (stereo unspecified)	-6.4%
COc1cccc(C(=O)Nc2ccc(F)c(F)c2F)c1	-5.7%
O=C(CC(O)(c1ccccc1)C(F)(F)F)c1cccs1 (stereo unspecified)	-9.4%
CC(C)CC(C(=O)NC1CCCC1)N(Cc1cccs1)C(=O)c1snc(C(N)=O)c1N (stereo unspecified)	-7.5%
CC1(C)Cc2c(ccc3ccccc23)C(NNC(=O)c2cccnc2)=N1	-3.9%
CCC1=C(OC(=O)N(CC)CC)N2C(=O)OC(=NCC3CC3)[C@]2(C)[C@H]2C1=CC[C@H]1C(=O)N(CC)C(=O)[C@H]12	5.6%
O=S(=O)(c1ccc(Cl)cc1)n1nnc2ccccc21	-1.0%
Cc1cccc2c1N1C(=O)c3c(C(=O)O)cccc3C1CC2C (stereo unspecified)	-15.7%
SMILES	HT1080 cytotoxicity
Cc1cc(C)n2nc(C(=O)OCC(=O)Nc3ccc4c(c3)OC(F)(F)O4)nc2n1	0.0%
COc1ccc(N/C(C)=C2/C(=O)C(=O)N(CCO)C2c2ccc([N+](=O)[O-])cc2)cc1 (stereo unspecified)	0.2%
CC1=C(C)/C(=N\OS(=O)(=O)c2ccccc2)C=CC1=O	70.2%*
COc1cc(C2NC(=O)NC(C)=C2C(=O)NCc2ccccc2)c(Cl)cc1O (stereo unspecified)	-8.7%
COCCn1c(=S)[nH]c2cc(C(=O)NCCc3ccc(OC)c(OC)c3)ccc2c1=O	32.6%
CCNC(=O)NC(=O)CSc1nc2ccccc2n1CC(C)C	-5.7%
COC(=O)[C@@H]1C[C@H]1[C@@H](NS(=O)(=O)c1ccc(-c2ccccc2)cc1)c1ccccc1	4.2%
C=CCSc1nc2ccccc2c2nc(-c3ccccc3)nn12	-8.6%
COc1ccc(NC(=O)C(NC(=O)c2ccccc2)C(C)C)cc1 (stereo unspecified)	-0.6%
CNCC(O)Cn1c(C(F)(F)F)nc2ccccc21 (stereo unspecified)	5.4%
Cc1ccc(C(=O)Cn2ncsc2=N)cc1	5.9%
Cc1cccc(NC(=O)C2CC(=O)OC23CCCC3)c1 (stereo unspecified)	20.4%
CN(C)S(=O)(=O)c1ccc2nc(NC(=O)c3cccs3)sc2c1	-4.8%
CCOc1ccccc1CNC(=O)CCNC(=O)Cn1ccc2ccccc2c1=O	-3.4%
Cc1ccc(-c2ccc(CCC(=O)O)n2-c2cccc(O)c2)cc1	11.3%
Cc1ccc(CN2C(=O)c3ccccc3C2C(=O)NCC2CCCO2)cc1 (stereo unspecified)	-5.2%
CCOC(=O)CNC(=O)C(CC(C)C)NC(=O)C1CCCCC1 (stereo unspecified)	1.0%
COc1ccc(Br)cc1C(=O)Nc1cccc(C)c1	-1.6%
COc1cccc(C(C(=O)NC(C)(C)C)N(C(=O)CCC(=O)Nc2cc(C)on2)C(C)(C)C)c1OC (stereo unspecified)	4.4%
CCCCCC(O)(CCCCC)C(=O)NNc1ccccc1	0.9%
CCOC(=O)C(CC)Sc1nnc(COc2ccc(C)cc2)n1-c1ccccc1 (stereo unspecified)	-12.2%
O=C1c2ccccc2C(=O)N1CCCc1nc(-c2ccncc2)no1	0.1%
CCOc1ccccc1NC(=O)/C=C/C(N)=O	3.3%
CC(C)O/C(=N\S(=O)(=O)c1ccc(Cl)cc1)c1ccccc1	-3.7%
Cc1nc(CC(=O)c2ccc(O)cc2O)cs1	-13.7%
SMILES	HT1080 cytotoxicity
CCOC(=O)c1cnc2cc(C)nn2c1C	7.6%
Cc1ccc(CNC(=O)[C@@H]2CCC(=O)N2Cc2ccco2)cc1	2.3%
CCOC(=O)C1=C(C)NC(SC)=NC1c1ccccc1 (stereo unspecified)	-0.1%
CCC(=O)N1CCc2cc(S(=O)(=O)CCC(=O)NCCc3ccccc3)ccc21	-8.5%
C=CCS(=O)(=O)c1nc2ccccc2s1	3.6%
CNc1nc(OCC(F)(F)F)nc(N2CCN(C34CC5CC(CC(C5)C3)C4)CC2)n1	15.7%
O=C(NCCOc1nc(N2CCOCC2)nc(N2CCOCC2)n1)Nc1ccc(Cl)cc1	17.0%
COC(=O)C1=C(C)N=C2SCCC(=O)N2C1c1ccc(OC(=O)c2ccco2)cc1 (stereo unspecified)	-13.3%
O=C(Nc1nc2ccccc2[nH]1)c1ccc(Cl)c(S(=O)(=O)N2CCCC2)c1	22.0%
C=CCC(=O)OCC(=O)Nc1ccc(Cl)cn1	-7.3%
CN1CCCN(Cc2ccc(Cl)cc2Cl)CC1	-6.3%
CN(C)S(=O)(=O)c1cccc(N=c2scc(-c3ccc4c(c3)NC(=O)CO4)n2CC2CCCO2)c1 (stereo unspecified)	-7.8%
CC(=O)Nc1ccc(OCC(O)CN2CCN(S(=O)(=O)c3ccc(NC(C)=O)cc3)CC2)cc1 (stereo unspecified)	-1.5%
CC1=C(C(=O)OCC(C)C)[C@]23C(=O)c4ccccc4[C@@]2(O1)OC(N)=C3C#N	-24.6%
Cc1ccc(S(=O)(=O)N(C)c2ccc(OCC(=O)NCc3ccco3)cc2)cc1	-9.8%
O=C(Nc1ccc2c(c1)OCCO2)C1CCN(C(=O)c2ccccc2)CC1	13.2%
Cc1ccc(OC(=O)c2ccccc2P(=O)(O)O)cc1	9.7%
COc1cc(NS(=O)(=O)c2ccc3c(c2)n(C)c(=O)n3C)cc(OC)c1	-12.8%
CCCCn1c(-c2cccs2)nc2nc3ccccc3nc21	3.2%
CC(=O)c1cccc(N(CC(=O)Nc2ccc(F)cc2F)S(C)(=O)=O)c1	2.8%
O=C(Oc1cccc2ccccc12)c1ccncc1	-7.3%
CCCNC(=O)c1ccc(N(Cc2ccccc2)S(C)(=O)=O)cc1	-5.5%
COc1cc(OC)cc(C(=O)NCCCN2CCOCC2)c1	11.1%
Cc1cc(NC(=O)c2ccoc2C)no1	-13.0%
O=C(CCn1c(=O)c2sccc2n(CC(=O)OCc2ccccc2)c1=O)NCc1ccccc1	-8.3%
CCOc1cc(S(=O)(=O)N2CCC(C(N)=O)CC2)ccc1F	-0.5%
CC(C)(C)NC(=O)C(c1ccncc1)N(Cc1cccs1)C(=O)Cn1nnc(-c2ccc(F)cc2)n1 (stereo unspecified)	5.3%

Screening results: PubChem, Sanford-Burnham Center for Chemical Genomics
